HT1080 IDH1KD tx – toxicity to HT-1080 IDH1 knockdown cells (counter line); HT-1080 IDH1 knockdown viability, ATP luminescence, 48 h; Potency, µM (titrated, usually from 46.1 µM), for the others: at the highest dose activity, negative = toxicity, usual class: cytotoxic; 360,000 tested, 2% active;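 note: potency is the fitted concentration of half-maximal effect; 0% = DMSO wells and -100% = cell-free medium wells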
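CellTiter-Glo luminescence after 48 h compound exposure at 37 degrees C of IDH1-knockdown HT-1080 cells in 5% FBS RPMI. %Activity scaled between DMSO wells and cell-free media wells, with curves fitted and assigned curve classes.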
ATXN2 expr inh – reduces ATXN2 reporter expression in HEK-293 cells | HEK-293 ATXN2-luciferase reporter, luminescence, 24 h | Potency, µM (highest dose often 57 µM), without a hit: at the highest dose activity change, negative = inhibition, usual class: inhibitors | 360,000 tested, 0.72% active | AID 1745845; note: potency is the fitted concentration of half-maximal effect; % is set by controls: 0 for no effect and ±100 for the full control effect; nearly all actives have a fitted effect of over 55% in size
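qHTS (up to 57 uM final) was run with 24 h compound exposure of reporter cells at 37 °C. Each well was multiplexed: SteadyGlo luminescence measured ATXN2-luciferase expression after a fluorogenic Gly-Phe-AFC viability readout (25 uM final).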
MCF10A rerep – inducers of DNA re-replication in MCF 10A breast cells; MCF 10A DNA re-replication, Hoechst nuclear intensity, 48 h; Potency, µM (highest dose often 46.1 µM), without a hit: top-dose activity, positive = re-replication, hits mostly activators; 350,000 tested, 2.9% active; AID 624296; note: potency is the fitted concentration of half-maximal effect; % of control where 0% means no effect; nearly all actives have a fitted effect of over 50% in size
IL-1B inflam inh – inflammasome signaling inhibition, IL-1 beta readout; 360,000 tested, 4.7% active; AID 743279; THP-1 LPS/ATP IL-1B secretion, AlphaLISA, 16 h; active compounds read low; activity change, % at 57.5 µM; in the data active = activity change below about -50%; inconclusive = mostly about -30% to -49%; note: % is set by controls: 0 for no effect and ±100 for the full control effect
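THP-1 cells pretreated 1 hr with compounds (up to 57.5 uM final), then stimulated with LPS (250 ng/mL final) plus ATP (1.25 mM final); secreted IL-1B measured by AlphaLISA after 16 hr, decreased signal indicating inhibition.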
ATXN viability – reduces viability in counter-screen for ATXN expression inhibitors | S2 cells (HEK-293 line with an ATXN2-luciferase reporter) viability, CellTiter-Fluor protease fluorescence, 24 h | Potency, µM (titrated, usually from 56.7 µM), hits mostly cytotoxic | 400,000 tested, 0.49% active; note: potency is the fitted concentration of half-maximal effect; nearly all actives have a fitted effect of over 40% in size
KB-3-1 cytotox – KB-3-1 parental cell cytotoxicity; KB-3-1 viability, CellTiter-Glo ATP luminescence, 72 h; 400,000 tested, 1.4% active; Potency, µM (titrated, usually from 46.1 µM), without a hit: at the highest dose activity change, negative = cytotoxic, hits mostly cytotoxic; note: potency is the fitted concentration of half-maximal effect; % is set by controls: 0 for no effect and ±100 for the full control effect; nearly all actives have a fitted effect of over 60% in size
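Multi-concentration cytotoxicity screen in KB-3-1 cells grown in DMEM lacking phenol red with 10% FBS. After 72 h at 37 °C with compound, ATP-dependent luminescence was recorded.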
HT1080NT lethal – kills 2HG-producing HT-1080-NT fibrosarcoma cells. 360,000 tested, 1.6% active. HT-1080-NT fibrosarcoma viability, CellTiter-Glo ATP luminescence, 48 h. Potency, µM (doses to about 46.1 µM), for the others: at the top dose activity, negative = less viability, actives largely listed as cytotoxic;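 note: NT is the 2HG producing partner of a matched IDH1 knockdown line; potency is the fitted concentration of half-maximal effect; 0% = DMSO-treated cells and -100% = media-only wells without cells; nearly all actives have a fitted effect of over 55% in size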
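HT-1080-NT; 750 cells/well; 5% FBS RPMI; 48 h compound, 37 degrees C; CellTiter-Glo luminescence; curve fitting and curve-class assignment.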
HepG2 viability – counter-screen for TGF-b inhibitors: cytotoxicity in HepG2 cells | HepG2 CAGA-GFP viability, ATP luminescence, 18 h | 410,000 tested, 0.76% active | Potency, µM (top dose mostly 46.1 µM), without a hit: top-dose activity change, negative = cytotoxicity, hits mostly cytotoxic; note: potency is the fitted concentration of half-maximal effect; some results filed as inactive show a strong effect at the top dose
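HepG2 CAGA-GFP cells (1000/well, DMEM with 1% FBS) received compound, then TGF-beta at 500 pg/mL final, and were incubated 18 hours at 37 degrees C. Viability was read by CellTiter-Glo luminescence. Media-only wells were set as complete cell-killing and DMSO as no toxicity.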
SW480 rerep – induces DNA re-replication in SW480 colon adenocarcinoma cells | SW480 DNA re-replication, Hoechst DNA content imaging, 48 h | Potency, µM (titrated, usually from 46.1 µM), without a hit: at the highest dose re-replication activation, most hits filed as activators | 340,000 tested, 1.8% active | AID 624297; note: potency is the fitted concentration of half-maximal effect; % of control where 0% means no effect; nearly all actives have a fitted effect of over 55% in size
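Compounds, transferred as 23 nL by pin tool, were incubated with cells for 48 hr; DNA content per nucleus was then quantified by Hoechst staining and fluorescence plate imaging.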
Active calls of the source: *; i = inactive; ? = inconclusive; . = not tested or not shown; [ ] = another dose, or the depositor's remark. Unless noted, calls come from the whole dose curve; as a rule, active = well fitted curve in the direction sought with a large enough effect; inconclusive = small, poorly fitted or top-dose-only effect, or another doubt; inactive = no such curve, though single readings can be large; an effect the other way counts as inactive or inconclusive.

The line under a structure holds: HT1080 IDH1KD tx	ATXN2 expr inh	MCF10A rerep	IL-1B inflam inh	ATXN viability	KB-3-1 cytotox	HT1080NT lethal	HepG2 viability	SW480 rerep
1	CC1(C)Cc2ccccc2C(=O)N1
    4%	1%	2%	4	i	3%	4%	-15%	9%
2	Cc1ccc(NCc2nnc(SCC(=O)O)n2-c2ccc(C)cc2)cc1
    25%	-15%[11.3 µM]	-13%	-2	.	-3%	15%	2%	-2%
3	Cc1ccc(NC(=O)CCCc2nnc3n(C)c(=O)c4sccc4n23)cc1F
    .	-18%	.	.	i	2%	.	-11%	.
4	FC(F)(F)c1nc2ccccc2c2nc3ccccc3n12
    -13%	-11%[11.3 µM]	4%	31	i	-1%	-14%	6%	-691%[inhibitor]
5	CCN1CCN(C(=O)CN(c2ccccc2C)S(C)(=O)=O)CC1
    15%	8%	1%	0	i	18%	12%	-2%	-3%
6	Cc1ccc(C2=NOC3(CC(=O)N(c4ccc(C)cc4)C3=O)C2)cc1 (stereo not given)
    14%	-4%	3%	19	i	10%	13%	8%	-5%[9.22 µM]
7	CCCCCCCC1CC(=O)C=C(C)C1C(=O)OCC (stereo not given)
    0%	-6%	0%	.	i	0%	-5%	1%	1%
8	O=C(CN1C(=O)NC2(CCCC2)C1=O)OCc1ccc(Br)cc1
    -4%	-5%	5%	-28	i	1%	-8%	-6%	-34%[inhibitor]
9	CC(C)N(CCO)C(=O)CCc1nnc(Cc2cccc(C(F)(F)F)c2)o1
    -4%	36%	14%	-4	i	-7%	0%	7%	0%
10	Cc1ccc(NC(=O)CSc2nc(N)c3c4c(sc3n2)CSC(C)(C)C4)cc1
    ?	-6%	27%	-30	?	-24%	?	3%	0%

Limited to ATXN2 expr inh and HT1080NT lethal, for some of the entries so far:
No.	SMILES	ATXN2 expr inh	HT1080NT lethal
2	Cc1ccc(NCc2nnc(SCC(=O)O)n2-c2ccc(C)cc2)cc1	-15%[11.3 µM]	15%
3	Cc1ccc(NC(=O)CCCc2nnc3n(C)c(=O)c4sccc4n23)cc1F	-18%	.
4	FC(F)(F)c1nc2ccccc2c2nc3ccccc3n12	-11%[11.3 µM]	-14%
5	CCN1CCN(C(=O)CN(c2ccccc2C)S(C)(=O)=O)CC1	8%	12%

Further entries.
The line under a structure holds: HT1080 IDH1KD tx	ATXN2 expr inh	MCF10A rerep	IL-1B inflam inh	ATXN viability	KB-3-1 cytotox	HT1080NT lethal	HepG2 viability	SW480 rerep
11	Cc1ccc(NC(=O)C(=O)NCc2ccc(/C=N/NC(=O)c3c(C)nc4ccccn34)o2)cc1
    -2%	9%	8%	0	i	11%	19%	-1%	-2%
12	COc1ccc(NC(=O)NNC(=O)c2ccc(-c3ccccc3)cc2)c(OC)c1
    -2%	-9%	0%	-2	?	-7%	1%	3%	-2%
13	O=C(N/C(=C\c1ccc(Br)cc1)C(=O)N1CCCC1)c1ccccc1F
    1%	-21%	-5%	-5	i	12%	-1%	-27%	-4%
14	CC(C)CN(C(=O)COC(=O)CSc1ccc([N+](=O)[O-])cc1)C1CCS(=O)(=O)C1 (stereo not given)
    13%	3%	0%	1	i	6%	10%	-26%	-4%
15	CCOC(=O)[C@@H]1[C@H]2COc3ccc(Br)cc3[C@H]2N2C(=O)N(c3ccc(Cl)cc3)C(=O)[C@@]12C
    -6%	9%	-19%	8	i	2%	3%	-2%	-2%
16	COc1ccc(CN(C)C(=O)C23CC4CC(CC(Cl)(C4)C2)C3)c(OC)c1OC
    1%	-12%	-6%	?	i	-3%	5%	-13%	-3%
17	CCn1c(=O)cc(SCC(=O)Nc2cc(Cl)ccc2OC)c2ccccc21
    .	?	.	.	?	1%	.	-34%	.
18	Cc1cccc(NCc2ccc(Br)cc2)n1
    0%	7%	3%	-62*	i	0%	-21%	7%	46%
19	Cc1ccc(NCc2ccccc2-c2nnc(-c3ccccc3Cl)o2)cc1Cl
    .	2%	.	.	i	-11%	.	-12%	.
20	CCCCCCC(=O)N/N=C/Cc1ccccc1
    0%	1%	0%	-3	i	5%	0%	-14%	-1%
21	Cc1cccc2c1cnn2C(=O)CCC(=O)NCC(C)c1ccccc1 (stereo not given)
    6%	-17%	0%	17	i	-9%	4%	5%	-9%
22	COc1cc(OC)cc(-c2cc3cc(F)ccc3cn2)c1
    -24%	42%[activator]	11%	-20	i	-21%	-28%	-3%	-10%
23	CN(C)c1nc(N)nc(N(c2ccccc2)c2ccccc2)n1
    1%	7%	0%	-13	i	4%	-2%	10%	24%
24	CCCCc1c(O)nc(SCC(=O)N2CCOCC2)n(-c2ccccc2OC)c1=O
    16%	-5%	-9%	-8	i	4%	19%	1%	-29%
25	CCCNC(=O)c1cc2c3ccccc3n(C)c2s1
    -1%	5%	0%	3	?	3%	-3%	-28%	5%
26	CCOC(=O)NC1(Nc2cccc(Cl)c2)Oc2ccccc2O1
    -22%	17%	?	10	i	?	-9%	-13%	3%
27	CCCNC(=O)CSc1nc2nc(C)c(Cc3ccccc3Cl)c(C)n2n1
    .	-10%	.	.	i	4%	.	-7%	.
28	O=C(COC(=O)c1c[nH]c(=O)[nH]c1=O)Nc1ccccc1Br
    -4%	.	1%	15	i	8%	5%	15%	-4%
29	O=C(/C=C/c1ccc(Cl)c(Cl)c1)Nc1cccnc1
    0%	24%	9%	-2	i	3%	4%	5%	-2%
30	CCOC(=O)c1ccc(NC(=O)c2nc[nH]c2C(=O)N2CCc3ccccc3C2)cc1
    2%	4%	-9%	-11	i	10%	5%	0%	-1%

Next section; the last five above are carried over.
The line under a structure holds: HT1080 IDH1KD tx	ATXN2 expr inh	MCF10A rerep	IL-1B inflam inh	ATXN viability	KB-3-1 cytotox	HT1080NT lethal	HepG2 viability	SW480 rerep
26	CCOC(=O)NC1(Nc2cccc(Cl)c2)Oc2ccccc2O1
    -22%	17%	?	10	i	?	-9%	-13%	3%
27	CCCNC(=O)CSc1nc2nc(C)c(Cc3ccccc3Cl)c(C)n2n1
    .	-10%	.	.	i	4%	.	-7%	.
28	O=C(COC(=O)c1c[nH]c(=O)[nH]c1=O)Nc1ccccc1Br
    -4%	.	1%	15	i	8%	5%	15%	-4%
29	O=C(/C=C/c1ccc(Cl)c(Cl)c1)Nc1cccnc1
    0%	24%	9%	-2	i	3%	4%	5%	-2%
30	CCOC(=O)c1ccc(NC(=O)c2nc[nH]c2C(=O)N2CCc3ccccc3C2)cc1
    2%	4%	-9%	-11	i	10%	5%	0%	-1%
31	Cc1cccc(/C=N/n2c(C3CCCCC3)n[nH]c2=S)c1
    0%	.	17%	6	i	-39%	0%	-27%	-4%
32	COCCOC(=O)c1c(NC(=O)CNC2CCCc3ccccc32)sc(C(N)=O)c1C (stereo not given)
    -2%	18%	1%	46	i	8%	3%	-11%	-1%
33	COc1ccccc1N1CCN(C(=O)c2cccc(NC3=NC4CS(=O)(=O)CC4S3)c2)CC1 (stereo not given)
    -1%	-15%	0%	-12	i	10%	11%	-16%	-6%
34	Cc1onc(-c2c(Cl)cccc2Cl)c1COC(=O)c1ccc([N+](=O)[O-])cc1
    -3%	-12%	-13%	.	?	3%	-4%	-31%	?
35	CSC1=C(C#N)C2(CCCCC2)C(C(=O)Nc2ccccc2)=C(C)N1
    -1%	-8%	3%	52	i	-3%	3%	-21%	?
36	C=CC#CC1(O)CC(C)N(C)CC1C (stereo not given)
    0%	-17%	1%	-13	i	6%	0%	-13%	-4%
37	COC(=O)c1ccccc1NC(=O)CS(=O)(=O)Cc1nc(-c2ccc(C)cc2)oc1C
    1%	-28%	-6%	28	?	4%	9%	-3%	-2%
38	Cc1ccc(-c2csc(NC(=O)CN3CC(C)OC(C)C3)n2)cc1 (stereo not given)
    ?	-18%	18µM*	-17	i	23µM*	?	-6%	?
39	CCc1nc2c(OCC(=O)c3ccc(F)cc3)cccn2c1N(C)C(=O)c1ccc(OC)cc1
    3%	5%	.	-12	i	0%	-1%	-18%	.
40	CCOC(=O)c1ccc(NC(=S)N(CCCN2CCN(CC)CC2)Cc2cccs2)cc1
    ?	?	?	-1	i	20%	-29%	-24%	-53%[inhibitor][1.84 µM]
41	CCOC(=O)c1c(NC(=O)COc2cccc3c2CCN(CC)C3=O)sc2c1CCC2
    12%	16%	?	-2	?	9%	19%	-63%	-7%
42	COc1cc(S(=O)(=O)N2CCC(C(N)=O)CC2)c(C)cc1C
    0%	15%	-4%	0	i	14%	2%	2%	-8%
43	CC(C)c1ccc(N2C(=O)CC(Sc3ncccn3)C2=O)cc1 (stereo not given)
    9%	.	0%	-14	?	7%	9%	-2%	-2%
44	CC(=O)Nc1ccc(S(=O)(=O)N(C#N)c2nc(N(C)C)nc(N(C)C)n2)cc1
    3%	-12%	-2%	31	?	2%	13%	0%	-2%
45	C[C@@H]1CN([C@@H](C)CO)C(=O)CCCn2cc(nn2)CO[C@H]1CN(C)S(=O)(=O)c1ccc(-c2ccccc2)cc1
    8%	-14%	.	34	?	9%	1%	-11%	.
46	O=[N+]([O-])c1cc([N+](=O)[O-])c2c(=Nc3ccccc3)n(-c3ccccc3)n(O)c2c1
    ?	-22%	?	-25	?	-12%	?	-17%	?
47	Cc1ccc(S(=O)(=O)NCCC(=O)Nc2ccncc2)cc1C
    -3%	-15%	12%	-1	i	-8%	-16%	-16%	0.65µM*
48	O=C(/C=C/c1cccs1)N1CCCC1
    5%	19%	-2%	-18	i	-1%	10%	12%	-12%
49	CCOC(=O)CC(NC(=O)C(CC)c1ccccc1)c1ccccc1Cl (stereo not given)
    -4%	-22%	11%	?	i	-3%	10%	-2%	1%
50	COc1cc(S(=O)(=O)N2CCCCC2)ccc1NC=O
    -1%	2%	8%	-10	i	-19%	-5%	-9%	15%

Assay outcomes deposited in PubChem by National Center for Advancing Translational Sciences (NCATS).
